# KCNK3 inh: human KCNK3 channel inhibition, primary screen | hit rate 0.84% among 340,000 | O14649 | CHO-KCNK3 thallium flux, FluxOR fluorescence; stronger effect = lower value | B-score at 10 µM | AID 602410;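 active means B-score under library mean minus 4 SD, starting fluorescence ratio at most library mean plus 5 SD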;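 further: more negative B-score means stronger inhibition of thallium flux through KCNK3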
# Target sequence (O14649 whole entry, looked up): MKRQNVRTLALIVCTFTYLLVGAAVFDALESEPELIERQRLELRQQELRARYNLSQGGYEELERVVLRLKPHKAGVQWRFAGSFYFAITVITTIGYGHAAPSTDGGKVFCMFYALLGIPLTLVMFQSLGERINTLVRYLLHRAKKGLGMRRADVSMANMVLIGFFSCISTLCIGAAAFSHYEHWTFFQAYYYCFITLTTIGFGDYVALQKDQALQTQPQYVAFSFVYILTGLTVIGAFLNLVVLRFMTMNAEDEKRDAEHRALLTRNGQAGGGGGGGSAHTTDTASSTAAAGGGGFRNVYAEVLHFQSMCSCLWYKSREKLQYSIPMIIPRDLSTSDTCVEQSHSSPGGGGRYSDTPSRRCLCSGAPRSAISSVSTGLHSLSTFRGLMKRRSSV
# hERG rescue: hERG (human) protection from proarrhythmic block; Q12809; hit rate 0.51% among 310,000; CHO-hERG, FluxOR thallium flux, dofetilide IC70 present; activation (rescue from dofetilide block), less the hit threshold, % at 10 µM;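 active means activation above the mean of controls blocked by dofetilide plus 5 SD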;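 further: thallium influx through hERG after potassium depolarization seen as dye fluorescence rise; in these data hits start at about 4.7%; inactives centre near -7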
# KCNQ1 act: potentiates or activates the human KCNQ1 potassium channel | P51787 | AID 2648 | CHO-K1 KCNQ1, thallium flux FluxOR fluorescence; stronger effect = higher value | B-score at 10 µM | hit rate 0.35% among 310,000;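 active means fluorescence ratio B-score, a plate-corrected score, at least three library SD, with initial intensity B-score within 5 SD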
#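 Doses: Single concentration per compound, DMSO matched to controls | Test system: KCNQ1-transfected CHO-K1 cells | Timing: 90 min dye loading and 20 min compound exposure, both at room temperature | Measured by: Kinetic FluxOR thallium fluorescence, 10-s 1-Hz baseline, 110-s post-stimulus read | Medium: Assay buffer with matched DMSO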
# KCNQ1 inh: inhibitors of human KCNQ1 potassium channel; CHO-K1 KCNQ1, FluxOR thallium flux fluorescence; stronger effect = higher value; B-score at 10 µM; hit rate 1.3% among 310,000; AID 2642;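 active means compounds whose thallium flux B-score, printed positive for inhibition, exceeds three library SD while starting fluorescence stays within three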;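 further: channel opened by potassium depolarization with thallium stimulus after 20 min compound exposure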
# ANO1 block: blocks the mouse calcium-activated chloride channel TMEM16A; normalized B-score (activity score, 25-100; higher = stronger inhibition) at 10 µM; hit rate 1.2% among 310,000; HEK293 TMEM16A/YFP iodide influx fluorescence, ionomycin; Q8BHY3;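 active means ratio plate-corrected score three or more library SD toward inhibition, starting fluorescence score within five deviations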;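 further: score derived from kinetic fluorescence span divided by baseline fluorescence per well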
# TMEM16A act: activators or potentiators of mouse TMEM16A chloride channel; AID 623877; B-score at 10 µM; HEK293 TMEM16A/YFP-H148Q/I152L, iodide quench fluorescence; stronger effect = lower value; Q8BHY3; hit rate 0.3% among 340,000;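 active means fluorescence-ratio B-score plate-corrected deviation score at least 3 library SD below zero, with starting fluorescence score within 5 deviations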;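 further: channel opened by trigger with iodide after compound preincubation; score built on the fluorescence ratio of max minus min over baseline; more negative score means more quench and so TMEM16A activation or potentiation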
# HDAC3 inh: inhibitors of human histone deacetylase 3; AID 2718; hit rate 0.15% among 320,000; recombinant HDAC3, fluorogenic peptide/trypsin coupled, fluorescence; inhibition, % at 8.3 µM; in the data active means inhibition above about 26%, passing the limit was not always enough
# TRPC4 PAM: TRPC4 (mouse) allosteric potentiation; HEK293 TRPC4beta/mu-opioid, DAMGO EC20, Fluo-4 Ca2+ flux; stronger effect = higher value; B-score at 10 µM; hit rate 0.42% among 310,000; AID 2227;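 active means B-score of calcium response area above 5 SD of library B-scores, with initial fluorescence ratio within 5 SD of library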;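 further: B-score of integrated fluorescence ratio over time as area under calcium response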
# DYRK1A inh: Dyrk1A (rat) kinase inhibition | Q63470 | hit rate 0.43% among 310,000 | inhibition, % at 12.5 µM | ADP-Glo luminescence, NFATc1 peptide; in the data active means inhibition above about 50%;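 further: plate controls were vehicle with enzyme for no effect and no enzyme for full effect; many of its hits are not listed in these tables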
# TRPC4 agonist: opens the mouse TRPC4 cation channel; Q9QUQ5; HEK293 TRPC4beta/mu-opioid, Fluo4 calcium fluorescence; stronger effect = higher value; B-score at 10 µM; hit rate 0.49% among 310,000;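 active means B-score above 5 SD of library B-scores, and initial fluorescence ratio not above library mean plus 5 SD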;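 further: positive B-score marks a calcium rise read as TRPC4 activation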
#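 Technique: kinetic Fluo4 calcium fluorescence; Test system: TRPC4beta and mu-opioid receptor HEK293 stable cells; Measure: B-scored integrated calcium fluorescence ratio; Benchmarks: low control buffer alone, high control maximal DAMGO; Schedule: 45 min room-temperature Fluo4 loading, 110 s read.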
# KCNK9 inh: blocks the human KCNK9 two-pore domain potassium channel; Q9NPC2; HEK293 KCNK9, FluxOR thallium flux fluorescence; stronger effect = lower value; B-score at 10 µM; hit rate 1.2% among 310,000; AID 488922;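 active means ratio B-score over 3 SD below the library mean, with starting fluorescence within 5 SD of its mean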;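 further: negative B-score means less thallium flux so channel inhibition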
# Target sequence (Q9NPC2 whole entry, looked up, the tested form may be a part): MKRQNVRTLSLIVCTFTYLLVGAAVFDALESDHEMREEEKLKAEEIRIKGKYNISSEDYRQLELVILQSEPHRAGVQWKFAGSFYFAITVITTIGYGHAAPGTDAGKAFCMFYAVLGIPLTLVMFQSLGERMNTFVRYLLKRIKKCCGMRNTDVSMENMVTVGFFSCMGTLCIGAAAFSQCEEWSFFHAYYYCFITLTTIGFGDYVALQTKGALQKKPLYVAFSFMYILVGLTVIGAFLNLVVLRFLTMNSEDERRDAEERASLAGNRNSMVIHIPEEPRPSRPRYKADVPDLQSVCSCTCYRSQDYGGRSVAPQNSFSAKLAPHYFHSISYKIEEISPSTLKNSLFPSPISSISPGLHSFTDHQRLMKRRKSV
# * = called active by the depositor; i = inactive; x = not tested or not shown.
# Below each SMILES – KCNK3 inh	hERG rescue	KCNQ1 act	KCNQ1 inh	ANO1 block	TMEM16A act	HDAC3 inh	TRPC4 PAM	DYRK1A inh	TRPC4 agonist	KCNK9 inh
> O=C(O)CNC(=O)/C(=C/c1cccc([N+](=O)[O-])c1)NC(=O)c1ccco1
 : i	-3	i	i	i	i	2	i	-5	i	i
> CCc1ccc(S(=O)(=O)Nc2cccc(-c3ccc4nnc(C)n4n3)c2)s1
 : i	-8	i	i	i	i	0	i	-2	i	i
> COC(=O)c1ccc(C(=O)OC)c(NC(=O)CSc2nnc(-c3ccccc3Cl)o2)c1
 : i	-13	i	i	i	i	1	i	-2	i	i
> Oc1ccccc1CN1CCCC(N2CCN(c3cccc(C(F)(F)F)c3)CC2)C1 (stereo not given)
 : i	-13	i	i	i	i	4	i	8	i	i
> N#Cc1c(SCC(=O)N2CCCCC2)nsc1SCC(=O)N1CCCCC1
 : i	-8	i	i	i	i	5	i	2	i	i
> N#CCCn1c2ccccc2c2nc3ccccc3nc21
 : i	-6	i	i	i	i	3	i	4	i	i
> Cc1ccc(CNC(=O)CSc2nc(C)cc(C)c2C#N)cc1
 : i	-12	i	i	i	i	4	i	3	i	i
> COc1ccc(OC)c(S(=O)(=O)N(C)CC(=O)N2CCc3ccccc3C2)c1
 : i	-7	i	i	i	i	5	i	6	i	i
> O=C(N/N=C/c1ccc2c(c1)OCO2)C(=O)Nc1ccccc1
 : i	-16	i	i	i	i	x	i	0	i	i
> COc1ccccc1OCC(=O)Nc1ccc(S(=O)(=O)Nc2cc(C)nc(C)n2)cc1
 : i	-5	i	i	i	i	2	i	4	i	i
> O=C(NCCCO)C(=O)NCC(c1ccc2c(c1)OCO2)N1CCN(c2ccc(F)cc2)CC1 (stereo not given)
 : i	-6	i	i	i	i	2	i	x	i	i
> CCOc1ccc(CN2C(=O)c3ccccc3C2C(=O)NCC2CCCO2)cc1 (stereo not given)
 : i	-4	i	i	i	i	-4	i	-10	i	i
> COc1ccc(/C=N/NC(=O)c2[nH]c(C)c(C(=O)N/N=C/c3ccc(OC)cc3)c2C)cc1
 : i	-2	i	i	i	i	x	i	-3	i	i
> CS(=O)(=O)N1CCc2cc(C(=O)Nc3ccccc3Br)ccc21
 : i	-5	i	i	i	i	2	i	1	i	i
> CC12CCC(C(=O)NC3CCCCC3)([C@H](Br)C1=O)C2(C)C (stereo not given in full)
 : i	-7	i	i	i	i	-3	i	-3	i	i
> CC(C)CCNC(=O)CN(C(=O)CCC(=O)Nc1ccccn1)c1ccc(F)c(Cl)c1
 : i	-12	i	i	i	i	2	i	-2	i	i
> COc1cc(OC)nc(Oc2cccc(Cl)c2C)n1
 : i	-7	i	i	i	i	-5	i	x	i	i
> Cn1c(SCC(=O)c2c(N)n(C)c(=O)n(C)c2=O)nnc1-c1ccccc1F
 : i	0	i	i	i	i	0	i	-4	i	i
> CC1(C)NC(=O)N(CC(O)Cn2c3ccccc3c3ccccc32)C1=O (stereo not given)
 : i	-6	i	i	i	i	0	i	10	i	i
> CCc1nn(CC(=O)NCc2cccnc2)c(=O)c2cc3occc3n12
 : i	-4	i	i	i	i	0	i	-1	i	i
> O=C(NCC(=O)N1CCCCCCC1)c1ccccc1Br
 : i	-8	i	i	i	i	3	i	-1	i	i
> C=CCOc1ccc(CNn2c(C)n[nH]c2=S)cc1OC
 : i	-7	i	i	i	i	9	i	2	i	i
> CCOC(=O)[C@@H]1[C@H]2COc3ccc(Br)cc3[C@@H]2N2C(=O)N(c3cccc(F)c3)C(=O)[C@]12C
 : i	-8	i	i	i	i	12	i	1	i	i
> Cc1cccc(C)c1NC(=O)C1CCCN1C(=O)Nc1cccc(F)c1 (stereo not given)
 : i	-4	i	i	i	i	-9	i	2	i	i
> COC(=O)c1cc(OC)c(OC)cc1NC(=S)N1CCN(c2ccccn2)CC1
 : i	-13	i	i	i	i	5	i	x	i	i
> CCOC(=O)CCN1C(=O)c2ccccc2Sc2ncccc21
 : i	-5	i	i	i	i	6	i	1	i	i
> O=c1[nH]ncc2c3ccccc3n(Cc3ccc(F)cc3)c12
 : i	0	i	i	i	i	6	i	0	i	i
> CCOc1ccc(-c2cn(S(=O)(=O)c3cccc4nsnc34)nc2N)cc1
 : i	-3	i	i	i	i	0	i	-5	i	i
> CC(C)Oc1ccccc1C1(c2ccccc2)NC(=O)NC1=O (stereo not given)
 : i	2	i	i	i	i	9	i	3	i	i
> CN(CC(=O)Nc1ccc(Cl)cc1)C1CCCCC1
 : i	-7	i	i	i	i	2	i	x	i	i
> CCSc1ccccc1C(=O)NCc1ccc(OC)cc1
 : i	0	i	i	i	i	0	i	3	i	i
> O=C(Nc1cccc(Cl)c1)c1ccc2c(c1)OCCO2
 : i	-11	i	i	i	i	-5	i	4	i	i
> C/C(N)=C(/C#N)C(=O)CSc1nc2cc(Cl)ccc2c(=O)n1-c1ccc(C)cc1
 : i	-12	i	i	i	i	-3	i	-5	i	i
> O=C(N/N=C/c1cccnc1)C(=O)N1CCCCCC1
 : i	-5	i	i	i	i	6	i	21	i	i
> CCCS(=O)(=O)c1c(S(=O)(=O)CCC)c2cc(-c3ccncc3)ccn2c1C(=O)OC
 : i	-15	i	i	i	i	-134	i	-1	i	i
> CC(=O)N(C)c1ccc(C(O)(C(F)(F)F)C(F)(F)F)cc1
 : i	-12	i	i	i	i	1	i	-10	i	i
> Cc1nc2ccc(NC(=O)c3cc(S(=O)(=O)N(C)c4ccccc4)ccc3Cl)cc2s1
 : i	-9	i	i	i	i	-2	i	-10	i	i
> COc1ccccc1N1N=C(c2cccs2)CC1c1ccccc1 (stereo not given)
 : i	-15	i	i	i	i	0	i	1	i	i
> O=C(C1CCCO1)N1CCN(C(=S)Nc2ccccc2)CC1 (stereo not given)
 : i	-3	i	i	i	i	6	i	0	i	i
> CCOc1ccc(NC(=O)CN(C)C(=O)c2ccc(N3CCCCCC3)c([N+](=O)[O-])c2)cc1OCC
 : i	-14	i	i	i	i	-3	i	-10	i	i
> O=C(O)C1(c2ccccc2)CCN(S(=O)(=O)c2ccccc2)CC1
 : i	1	i	i	i	i	3	i	-3	i	i
> c1ccc(-n2ncc3c(N4CCN(c5ccccn5)CC4)nc(N4CCCCCC4)nc32)cc1
 : i	-12	i	i	i	i	-7	i	-5	i	i
> CC(C)=CCN1CCN(Cc2ccc3nsnc3c2)CC1CCO (stereo not given)
 : i	-17	i	i	i	i	0	i	x	i	i
> OCCNc1nc(N2CCCC2)nc(N2CCCC2)n1
 : i	-4	i	i	i	i	-7	i	4	i	i
> CN(C(=O)COc1ccc(Cl)cc1Br)C1CCCCC1
 : i	-16	i	i	i	i	7	i	-1	i	i
> CC(C)c1ccc(NC(=S)NNc2ccc(Cl)c(C(=O)O)c2)cc1
 : i	-17	i	i	i	i	6	i	3	i	i
> CC(C)(C)NC(=O)COC(=O)c1ccc2c(c1)C(=O)N(Cc1ccco1)C2=O
 : i	-13	i	i	i	i	-1	i	5	i	i
> CSC(=NC#N)N1CCN(c2ccc(Cl)cc2)CC1
 : i	-8	i	i	i	i	1	i	4	i	i
> Cc1noc(C)c1C(=O)Nc1ccc(S(=O)(=O)N2CCCCC2)cc1
 : i	-7	i	i	i	i	1	i	-3	i	i
> Cc1occc1-c1nnc(SCC(=O)NCc2cccs2)n1-c1ccc(F)cc1
 : i	-9	i	i	i	i	-4	i	-2	i	i
> Cc1ccc2nc(C3CCCN(C(=S)Nc4ccccc4C)C3)[nH]c2c1 (stereo not given)
 : i	-1	i	i	i	i	-4	i	-7	i	i
> Cc1ccc(CNC(=O)c2cncc(Br)c2)cc1
 : i	-9	i	i	i	i	3	i	4	i	i
> COC(=O)c1c(N2C(=O)[C@H]3[C@@H](C2=O)[C@]2(C(=O)Nc4c2ccc(C)c4C)N2CCC[C@@H]32)sc(C)c1C
 : i	-7	i	i	i	i	4	i	-6	i	i
> O=c1c(NCCc2ccccc2)c(-c2ccccc2)c1=O
 : i	-6	i	i	i	i	2	i	-3	i	i
> CS(=O)(=O)N(CC(=O)N1CCc2ccccc2C1)c1ccc(Br)cc1
 : i	-9	i	i	i	i	10	i	x	i	i
> CCCNS(=O)(=O)c1ccc(OCC(=O)N2CCCC2)cc1
 : i	-4	i	i	i	i	-6	i	-2	i	i
> O=C(Nc1cccnc1Cl)c1cc(-c2ccc(F)cc2)on1
 : i	-7	i	i	i	i	-3	i	11	i	i
> CC(C)C(=O)Nc1nnc(-c2ccccc2)o1
 : i	0	i	i	i	i	-2	i	13	i	i
> COC(=O)NCCc1cc(OC)c(OC)cc1S(=O)(=O)N1CC(=O)Nc2ccccc21
 : i	-1	i	i	i	x	2	i	-3	i	i
> COc1cc(C(=O)NC(C)CCn2cccn2)ccc1OC1CCN(C(C)=O)CC1 (stereo not given)
 : i	-11	i	i	i	i	-1	i	-7	i	i

# (listing goes on)
# Below each SMILES – KCNK3 inh	hERG rescue	KCNQ1 act	KCNQ1 inh	ANO1 block	TMEM16A act	HDAC3 inh	TRPC4 PAM	DYRK1A inh	TRPC4 agonist	KCNK9 inh
> NC(=O)c1ccccc1NC(=O)c1ccc2ccccc2c1
 : i	-4	i	i	i	i	-1	i	15	i	i
> COc1ccccc1NC(=O)c1ccc(COc2ccccc2Br)o1
 : -10*	-7	i	i	i	i	-9	i	-3	i	-13*
> COc1ccc(-c2cc(C)nc3c(-c4ccccc4)cnn23)cc1
 : i	-20	i	i	x	i	x	i	x	i	-9.5*
> O=C(NNC(=O)C1CCCN(c2ncccn2)C1)c1ccncc1 (stereo not given)
 : i	-3	i	i	i	i	-2	i	-86	i	i
> CC(=O)c1ccc(OCc2cc(C(=O)N(C)Cc3ccon3)no2)cc1
 : i	-2	i	i	i	i	-5	i	10	i	i
> CCCCOC(=O)Cn1c(=O)n(CC(=O)OCCCC)c2ccccc21
 : i	-7	i	i	i	i	-3	i	-1	i	i
> CCOC(=O)CSc1nc(-c2ccncc2)ccc1C#N
 : i	-15	i	i	i	i	-6	i	17	i	i
> COC(=O)c1ccc(OCC(=O)c2ccccc2)cc1
 : i	-6	i	i	i	i	-1	i	18	i	i
> COc1ccc(Nc2nc(NCCCN3CCOCC3)nc(N)c2[N+](=O)[O-])cc1
 : i	1	i	i	i	i	4	i	14	i	i
> Cc1ccc(OCC(=O)N(Cc2ccccc2)C2CCS(=O)(=O)C2)c([N+](=O)[O-])n1 (stereo not given)
 : i	-3	i	i	i	i	0	i	1	i	i

# Source: PubChem BioAssay (several laboratories)

# Not all compounds are listed; rates above refer to the full screens.
